# Source: PubChem (National Center for Advancing Translational Sciences (NCATS))
# HP1b chromo inh: inhibitors of HP1-beta chromodomain binding to methylated histone tails. P83916. AlphaScreen HP1-beta / biotin-H3K9me3 peptide binding. Potency, µM (titrated, usually from 114 µM), for the others: at the highest dose activity change, negative = inhibition, usual class: inhibitors. actives 0.56% (n = 390,000). AID 540317; note: potency is the fitted concentration of half-maximal effect; nearly all actives have a fitted effect of over 70% in size; inactives centre near 23
#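 AlphaScreen: HP1-beta (50 nM) preformed 30 min with biotin-H3(1-18)K9me3 peptide (50 nM) in PBS pH 7.4, 0.01% Tween-20. Compound added for 30 min at RT, then streptavidin donor/nickel chelate acceptor beads (10 ug/mL) for 30 min.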
# G9a inh: inhibitors of human histone lysine methyltransferase G9a; G9a H3K9 monomethylation, AlphaScreen, 2 h; Q96KQ7; AID 504332; Potency, µM (doses to about 102 µM), for inactives: at the top dose activity, negative = inhibition, usual class: inhibitors; actives 8.8% (n = 350,000); note: potency is the fitted concentration of half-maximal effect; % is set by controls: 0 for no effect and ±100 for the full control effect; nearly all actives have a fitted effect of over 75% in size
#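 AlphaScreen read-out: biotin-H3K9 peptide (500 nM) methylation by 20 nM enzyme with 20 uM SAM, 2 h at room temperature after 15 min compound preincubation; anti-monomethyl H3K9 antibody plus donor/acceptor beads, 10 min dark.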
# GLS inhibitor: inhibitors of human glutaminase (GLS) | GLS enzymatic activity, qHTS titration | Potency, µM (series often up to 45.5 µM), inactives show at the highest dose activity change, negative = inhibition, actives largely listed as inhibitors | actives 0.21% (n = 410,000) | AID 624170; note: potency is the fitted concentration of half-maximal effect; % is set by controls: 0 for no effect and ±100 for the full control effect
#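 Assay buffer: 45 mM KH2PO4 pH 8.2, 0.02% Tween-20. hKGA acts on L-glutamine (1 mM solution added); product glutamate is reported by an oxidase/peroxidase Amplex Red coupling, with fluorescence taken at baseline and 30 min.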
# PI4K2A inh: inhibitors of human PI4K2A | Q9BTU6 | purified PI4K2A, ADP-Glo luminescence, 1 h; hits give low values | activity change, negative = inhibition, % at 76.9 µM | actives 0.13% (n = 420,000) | AID 1346378; in the data active = activity change below about -50%; inconclusive = mostly about -30% to -49%;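 note: -100% = wells without enzyme as full effect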
#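 Compounds are screened against recombinant PI4K2A using PI as substrate and ATP, the latter dispensed at 300 microM. Reactions run one hour at ambient temperature before ADP-Glo detection; full inhibition defined by wells lacking enzyme.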
# JMJD2A Tudor inh: JMJD2A Tudor domain (human) inhibition | AID 504339 | AlphaScreen JMJD2A-Tudor / H3K4me3 peptide binding | actives 4.4% (n = 390,000) | O75164 | Potency, µM (doses to about 114 µM), inactives show top-dose activity change, negative = inhibition, most hits filed as inhibitors; note: potency is the fitted concentration of half-maximal effect; % is set by controls: 0 for no effect and ±100 for the full control effect; nearly all actives have a fitted effect of over 50% in size
# RGS4 inhibitor: inhibitors of human regulator of G protein signaling 4 | AID 504845 | Potency, µM (highest dose often 114 µM), for inactives: at the top dose activity change, negative = inhibition, hits mostly inhibitors | actives 0.039% (n = 390,000) | P49798 | Transcreener GDP fluorescence polarization, RGS4-accelerated GTP hydrolysis; note: potency is the fitted concentration of half-maximal effect; % is set by controls: 0 for no effect and ±100 for the full control effect; nearly all actives have a fitted effect of over 75% in size; some results filed as inactive show a strong effect at the top dose
#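 MLSMR compounds (23 nl, pin-transferred) preincubated 10 min at room temperature with a 500nM (2x) first reagent, then RGS4 at 900nM (2x) plus Transcreener GDP mix added; fluorescence polarization (620/688 nm) read before and after 90 min at 30 °C.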
# BAZ2B block: inhibitors of human BAZ2B bromodomain. Q9UIF8. Potency, µM (top dose mostly 114 µM), inactives show at the top dose activity change, negative = inhibition, usual class: inhibitors. actives 4.4% (n = 360,000). AID 504333. AlphaScreen BAZ2B-H3K14Ac peptide displacement; note: potency is the fitted concentration of half-maximal effect; % is set by controls: 0 for no effect and ±100 for the full control effect; nearly all actives have a fitted effect of over 60% in size
# Target sequence (Q9UIF8 whole entry, looked up): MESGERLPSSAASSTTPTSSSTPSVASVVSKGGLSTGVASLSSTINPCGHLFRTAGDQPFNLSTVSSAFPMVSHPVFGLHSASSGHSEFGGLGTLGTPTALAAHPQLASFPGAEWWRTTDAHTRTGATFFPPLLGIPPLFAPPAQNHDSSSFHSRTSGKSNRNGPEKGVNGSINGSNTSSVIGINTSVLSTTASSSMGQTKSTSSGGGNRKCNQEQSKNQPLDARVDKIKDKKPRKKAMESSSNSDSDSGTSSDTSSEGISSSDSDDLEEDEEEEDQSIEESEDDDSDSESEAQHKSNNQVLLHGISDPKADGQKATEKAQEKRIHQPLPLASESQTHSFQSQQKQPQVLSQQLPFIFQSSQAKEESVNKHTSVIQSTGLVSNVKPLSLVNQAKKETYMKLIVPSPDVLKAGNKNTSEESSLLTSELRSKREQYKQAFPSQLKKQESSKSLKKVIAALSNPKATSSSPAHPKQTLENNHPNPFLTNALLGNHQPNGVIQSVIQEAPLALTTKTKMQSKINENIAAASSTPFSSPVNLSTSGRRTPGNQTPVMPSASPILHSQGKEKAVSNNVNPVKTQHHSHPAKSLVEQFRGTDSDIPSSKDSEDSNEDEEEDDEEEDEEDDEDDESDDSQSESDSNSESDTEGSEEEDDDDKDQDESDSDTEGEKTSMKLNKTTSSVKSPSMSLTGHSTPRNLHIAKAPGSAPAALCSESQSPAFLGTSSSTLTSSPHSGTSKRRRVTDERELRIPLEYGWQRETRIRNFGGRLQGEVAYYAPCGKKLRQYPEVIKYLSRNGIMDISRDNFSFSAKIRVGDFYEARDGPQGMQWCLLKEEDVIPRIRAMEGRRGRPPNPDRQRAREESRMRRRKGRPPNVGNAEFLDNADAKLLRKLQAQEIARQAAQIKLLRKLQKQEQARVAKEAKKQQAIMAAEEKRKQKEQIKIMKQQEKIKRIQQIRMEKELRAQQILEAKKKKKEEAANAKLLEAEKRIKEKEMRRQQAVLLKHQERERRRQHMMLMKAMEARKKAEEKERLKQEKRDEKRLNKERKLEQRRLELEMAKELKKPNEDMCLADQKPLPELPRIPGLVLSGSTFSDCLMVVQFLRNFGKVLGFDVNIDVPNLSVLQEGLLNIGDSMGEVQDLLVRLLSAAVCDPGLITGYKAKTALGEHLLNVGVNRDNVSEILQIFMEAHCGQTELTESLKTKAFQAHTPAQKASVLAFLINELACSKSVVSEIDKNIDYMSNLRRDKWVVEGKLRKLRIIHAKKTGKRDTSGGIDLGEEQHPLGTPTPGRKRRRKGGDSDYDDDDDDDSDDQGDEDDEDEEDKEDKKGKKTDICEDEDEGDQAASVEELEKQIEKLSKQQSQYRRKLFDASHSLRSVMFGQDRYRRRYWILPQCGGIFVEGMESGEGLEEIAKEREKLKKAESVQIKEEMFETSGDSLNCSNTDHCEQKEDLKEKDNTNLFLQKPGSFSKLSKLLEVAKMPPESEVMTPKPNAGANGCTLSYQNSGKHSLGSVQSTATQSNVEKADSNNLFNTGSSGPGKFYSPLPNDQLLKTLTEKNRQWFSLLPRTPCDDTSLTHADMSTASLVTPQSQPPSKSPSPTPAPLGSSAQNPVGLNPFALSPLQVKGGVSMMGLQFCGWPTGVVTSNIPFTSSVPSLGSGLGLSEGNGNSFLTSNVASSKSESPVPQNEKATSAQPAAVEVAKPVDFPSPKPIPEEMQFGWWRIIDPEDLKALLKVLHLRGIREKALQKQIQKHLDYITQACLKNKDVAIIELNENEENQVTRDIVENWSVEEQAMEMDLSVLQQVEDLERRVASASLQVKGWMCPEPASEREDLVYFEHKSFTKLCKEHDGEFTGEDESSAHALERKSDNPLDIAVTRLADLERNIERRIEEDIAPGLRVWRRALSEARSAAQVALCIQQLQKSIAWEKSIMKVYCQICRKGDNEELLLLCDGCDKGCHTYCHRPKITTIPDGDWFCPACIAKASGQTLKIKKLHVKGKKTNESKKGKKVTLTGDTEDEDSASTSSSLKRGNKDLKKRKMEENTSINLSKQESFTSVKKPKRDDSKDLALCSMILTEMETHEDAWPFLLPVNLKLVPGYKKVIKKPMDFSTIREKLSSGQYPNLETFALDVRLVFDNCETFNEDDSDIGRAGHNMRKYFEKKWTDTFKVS
#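 AlphaScreen displacement: compounds (up to 110uM) incubated 30 min at room temperature with a preformed 50 nM BAZ2B/50 nM biotinylated H3K14Ac peptide complex in PBS pH 7.4 with Tween-20. Donor and acceptor beads at 10 ug/mL final added, 20 min light-protected before reading.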
# ERG Ets-DNA blk: ERG Ets/DNA interaction inhibition; P11308; fluorescence polarization, His-ERG Ets domain / labelled DNA; Potency, µM (top dose mostly 76.9 µM), inactives show at the highest dose FP activity, negative = inhibition, hits mostly inhibitors; actives 0.028% (n = 370,000); AID 624246; active = well fitted inhibition curve with a large enough effect in the polarisation, with a control signal flat; inconclusive = small, poorly fitted or top-dose-only effect, or effect the other way, or a change in a side signal; inactive = no such curve, though single readings can be large or run the other way; the % refers to the polarisation;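 note: polarization taken with two DNA probes labelled with fluorescein and Texas red; potency is the fitted concentration of half-maximal effect; % of control where 0% means no effect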
#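 His-tagged ERG Ets domain (1 uM in the protein solution; 300mM KCl, 50mM Tris-HCl, 1mM EDTA, 1mM DTT, pH 7.5) received compound, then a probe mix of 5 nM fluorescein-DNA and 100nM Texas-615-DNA. Fluorescence polarization was read for both dyes.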
# 12-LOX inh: ALOX12 (human) lipoxygenase inhibition | P18054 | purified 12hLO, xylenol orange hydroperoxide absorbance | Potency, µM (top dose mostly 108 µM), without a hit: top-dose activity change, negative = inhibition, hits mostly inhibitors | actives 1.1% (n = 580,000) | AID 1671190; note: potency is the fitted concentration of half-maximal effect; % is set by controls: 0 for no effect and ±100 for the full control effect
#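 Purified human 12hLO (150 nM final) in 25 mM Hepes, 0.01% Triton X-100, pH 7.0 was preincubated 15 min at room temperature with compound. Then 40 uM arachidonic acid was added, 30 min. Hydroperoxide was read by Fe-XO absorbance ratio 573/405 nm.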
# The depositor's hits bear a star; ? = inconclusive; / = no result given; & = joins results of further samples; [ ] = dose if it differs, or a comment. Unless noted, calls come from the whole dose curve; as a rule, active = well fitted curve in the direction sought with a large enough effect; inconclusive = small, poorly fitted or top-dose-only effect, or another doubt; inactive = no such curve, though single readings can be large; an effect the other way counts as inactive or inconclusive. These rows are one share of the data; count on the stated rates, not on these rows.
# Second line of a record – HP1b chromo inh | G9a inh | GLS inhibitor | PI4K2A inh | JMJD2A Tudor inh | RGS4 inhibitor | BAZ2B block | ERG Ets-DNA blk | 12-LOX inh
- Nc1cccc(C(=O)Nc2ccco2)c1
→ 7% | 17%[12.7 µM] | 9% | 0 | -23% | 15% | -5% | -6% | 0%
- COc1ccc(-c2cnc(SCC(=O)Nc3nc(C(C)(C)C)cs3)n2Cc2ccco2)cc1
→ ? | ? | 3% | -3 | ? | -2% | ? | -4% | -1%
- CCOc1ccc(-c2nnc(N3CCCCC3)c3ccccc23)cc1
→ 45%[activator] | ? | -8% | -1 | -15%[57.1 µM] | -54%[56.9 µM] | ? | 0% | -46%&-19%
- O=C(O)c1ccccc1CSc1nc2ccccc2s1
→ -17% | 10µM* | 0% | -2 | ? | -46% | -17% | -7% | ?
- CCCOc1ccccc1C1C(C(=O)OC)=CN(C(C)C)C=C1C(=O)OC
→ 206% | 20%[12.7 µM] | 5% | -1 | 89%[activator] | 7% | 79%[activator] | 2% | 0%
- COc1ccc(C(CNC(=O)c2cc(S(=O)(=O)NCc3ccco3)ccc2C)N(C)C)cc1 (stereo not drawn)
→ 13% | / | -3% | -2 | -31% | -10% | / | 10% | 8%
- CNc1ccc([N+](=O)[O-])cc1-c1nc2ccccc2[nH]c1=O
→ 28% | -4% | 14% | 1 | -11% | 15% | -1% | 5% | -5%
- O=C(CCc1nc2ccccc2[nH]c1=O)OCC(=O)c1ccc(Cl)cc1
→ 32%[activator] | 17%[59 µM] | -2% | 2 | 1% | 12% | -5% | / | -13%
- O=C(CCn1c(SCC(=O)NCc2ccco2)nc2ccccc2c1=O)NCCc1ccccc1
→ 35% | ? | 1% | -3 | -10% | -24% | -8% | 1% | -23%
- CCc1ccc(NC(=O)c2ccc(S(=O)(=O)NCc3cccnc3)cc2)cc1
→ 23% | 33% | 5% | -4 | -17% | 11% | -2% | 8% | -9%
- CC(C)NC(=O)C1CCC(Cn2c(=O)c3sccc3n(CC(=O)N3CCCC3)c2=O)CC1 (stereo not drawn)
→ 16% | 9%[59 µM] | 2% | -4 | -11% | 2% | -2% | -3% | -4%
- C/C(=N\NC(=O)c1c(C)nc2ccccn12)c1ccccc1F
→ 16% | -3% | 42%[activator] | -1 | -9% | -40% | ? | 9% | -9%
- O=C(NCc1ccccc1F)c1ccc(S(=O)(=O)Nc2cccc(C(F)(F)F)c2)cc1
→ 30% | 43%[activator][59 µM] | 13% | -2 | -13% | 21% | 53%[activator] | 4% | -24%
- Cc1ccc(CN2CC(C(=O)Nc3ccc(F)c([N+](=O)[O-])c3)CC2=O)cc1 (stereo not drawn)
→ 6% | ? | 3% | -6 | -31% | 12%[56.9 µM] | -36% | -16% | ?
- Cc1cc(N/C=C\c2nnnn2-c2ccc(F)cc2)no1
→ 26% | 4%[59 µM] | 6% | -5 | -14% | -6% | 7% | 7% | -1%
- COc1ccccc1CNC(=O)COC(=O)c1cccc(S(=O)(=O)N2CCCC2)c1
→ 31% | 33% | -5% | 2 | 23% | -10% | -2% | 29% | 0%
- Cc1cc(Nc2ccccc2)nn1C(=O)c1ccccc1
→ 57%[activator] | 33%[59 µM] | 26% | 0 | 18% | 0% | 27% | / | -25%
- C=CCOc1ccccc1CN1CCSCC1
→ ? | ? | 16% | 3 | 6.3µM* | 12% | 56µM* | 4% | -13%
- Cc1ccccc1CNC(=O)C(C)n1nc(C)n2c(cc3occc32)c1=O (stereo not drawn)
→ 14% | -4%[59 µM] | 8% | 1 | -3% | 28% | -8% | 1% | -8%
- Cc1ccc(NS(=O)(=O)c2cccc(C(=O)NCC(c3ccc(F)cc3)N3CCOCC3)c2)cc1 (stereo not drawn)
→ -6% | -2%[0.501 µM] | ? | -9 | -22% | 5% | -7% | 6% | -20%

# The final 5 entries of the part before are carried over, then new ones follow.
# Second line of a record – HP1b chromo inh | G9a inh | GLS inhibitor | PI4K2A inh | JMJD2A Tudor inh | RGS4 inhibitor | BAZ2B block | ERG Ets-DNA blk | 12-LOX inh
- COc1ccccc1CNC(=O)COC(=O)c1cccc(S(=O)(=O)N2CCCC2)c1
→ 31% | 33% | -5% | 2 | 23% | -10% | -2% | 29% | 0%
- Cc1cc(Nc2ccccc2)nn1C(=O)c1ccccc1
→ 57%[activator] | 33%[59 µM] | 26% | 0 | 18% | 0% | 27% | / | -25%
- C=CCOc1ccccc1CN1CCSCC1
→ ? | ? | 16% | 3 | 6.3µM* | 12% | 56µM* | 4% | -13%
- Cc1ccccc1CNC(=O)C(C)n1nc(C)n2c(cc3occc32)c1=O (stereo not drawn)
→ 14% | -4%[59 µM] | 8% | 1 | -3% | 28% | -8% | 1% | -8%
- Cc1ccc(NS(=O)(=O)c2cccc(C(=O)NCC(c3ccc(F)cc3)N3CCOCC3)c2)cc1 (stereo not drawn)
→ -6% | -2%[0.501 µM] | ? | -9 | -22% | 5% | -7% | 6% | -20%
- O=C(NNS(=O)(=O)c1ccccc1[N+](=O)[O-])c1cccc(Br)c1
→ 21% | -5% | 8% | 2 | 11µM* | -24% | -20% | 13% | ?
- CCCn1c(N)c(N(CCOC)C(=O)c2cc(Cl)nc3ccccc23)c(=O)[nH]c1=O
→ 20% | -6% | -5% | 2 | -10% | -6% | -18% | 11% | -19%
- COc1ccc(Cl)cc1NC(=O)CSC1=Nc2ccccc2C2=NC(CCC(=O)NCc3ccc(F)cc3)C(=O)N12 (stereo not drawn)
→ 40% | -7%[59 µM] | ? | 4 | -8% | ? | -15% | 0% | -2%
- Cc1ccc(-n2nc3ccc(NC(=O)c4cc5ccccc5o4)cc3n2)cc1
→ 25% | 8%[59 µM] | 13% | 1 | -7% | 8% | 2% | -2% | -10%
- O=C(c1cccnc1)C1CCCN(Cc2nc(Cc3ccccc3F)no2)C1 (stereo not drawn)
→ 29% | -9%[12.7 µM] | 0% | 3 | -10% | -5% | -15% | -1% | -1%
- COc1ccc(N(C(=O)c2cnccn2)C(C(=O)NC2CCCCC2)c2cc(OC)c(OC)c(OC)c2)cc1 (stereo not drawn)
→ -3% | -7% | 7% | 0 | -9% | 18% | -1% | 2% | -9%
- CC(C)NC(=O)NC(=O)COC(=O)c1ccc(S(=O)(=O)Nc2ccccc2)cc1
→ 14% | 2% | 0% | 2 | -22% | 13% | / | -11% | -13%
- O=[N+]([O-])c1cccc(-c2nc(NCc3ccccc3)c3ccccc3n2)c1
→ 5% | ? | -2% | 3 | -17% | -9% | ? | 5% | -22%
- CCOC(=O)c1ccc(N2CCOCC2)c(NS(=O)(=O)c2ccc(F)cc2)c1
→ 32% | 37% | 0% | 2 | -18% | -15% | 0% | -2% | -4%
- Cc1cccc(OCCCC(=O)Nc2ccc(S(=O)(=O)Nc3onc(C)c3C)cc2)c1C
→ 7% | -49%[59 µM] | 1% | 18 | -21% | 17% | -31% | -6% | 13%
- CCOc1ccccc1CN1CCNC(=O)C1CC(=O)NC1CCCCCC1 (stereo not drawn)
→ 18% | ? | 6% | -3 | ? | -17%[56.9 µM] | -9% | 2% | -8%
- CCOC(=O)C1C(=O)NC(c2ccccc2)=NC1c1ccc(OC)cc1 (stereo not drawn)
→ 24% | -3% | -2% | 6 | -6% | 5% | -6% | 6% | -1%
- CC(C(=O)N1CCCC1)N1CCN(S(=O)(=O)c2ccc(C(C)(C)C)cc2)CC1 (stereo not drawn)
→ 57%[activator] | ? | 0% | -5 | -1% | 9% | 3% | -5% | 4%
- COC(=O)c1c(C)[nH]c(C(=O)CN2C(=O)C3CC=CCC3C2=O)c1C (stereo not drawn)
→ 6% | / | 3% | -4 | -17% | -10% | / | 11% | 189%[activator]
- CC1=C(C)CC(C(=O)NCCc2ccc(F)cc2)C(C(=O)O)C1 (stereo not drawn)
→ 34% | -10% | 4% | -1 | -12% | -1% | -1% | 8% | 46%[activator]
- Cc1c(Cl)cccc1NC(=S)N1CCCN(Cc2ccccc2F)C1
→ 36% | -32% | -1% | 3 | -28% | -22% | -39% | 20% | ?
- OCC1(Cc2cccc(F)c2)CCN(Cc2cccc3nccnc23)CC1
→ 32% | / | -5% | 1 | -14% | -19% | 2% | 3% | -7%
- Cc1cccn2c(=O)c(/C=C(\C#N)C(=O)NCc3ccco3)c(N3CCC(C(N)=O)CC3)nc12
→ 13% | -47% | -3% | -3 | -16% | 11% | 8% | 1% | 13%
- COc1ccc(C)cc1NC(=O)NCc1ccccc1F
→ 51%[activator] | -3% | -10% | 3 | -2%[57.1 µM] | -17% | -32% | -8% | 2%
- Cc1c(NC(=O)C(C)OC(=O)c2cccc(S(=O)(=O)N(C)C)c2)c(=O)n(-c2ccccc2)n1C (stereo not drawn)
→ 12% | 5% | 0% | -5 | -10% | -3% | / | 4% | -8%
- NS(=O)(=O)c1ccc(NC(=O)C(=O)Nc2ccc3nc4n(c(=O)c3c2)CCCCC4)cc1
→ 15% | -25%[59 µM] | 1% | 1 | -3% | -8% | -5% | 2% | ?
- CC(C)Cc1nnc(NC(=O)CCC(=O)Nc2ccc(Cl)cc2)s1
→ 23% | -7% | -2% | -1 | -4% | 9% | -10% | -6% | 7%
